Bioassay records: PubChem, The Scripps Research Institute Molecular Screening Center
CHO-K1 Ca antag = nonselective inhibitor or artifact in parental CHO-K1 cells. 0.6% of 360,000 active. inhibition, % at 3 µM. AID 602250. ATP-induced calcium, Fluo-8 fluorescence;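 active = inhibition above a per-plate cutoff, the plate's mean sample inhibition plus 3 SD, cut at about 24% in these data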;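 also: 0% = DMSO plus EC80 ATP and 100% = DMSO alone without ATP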
CHO parental Ca = ATP-evoked calcium signal inhibitors, parental CHO, primary screen, counter-screen for OX1R antagonist project, cell-based, fluorescence, Fluo-8 calcium dye. parental CHO-K1, ATP-induced calcium, Fluo-8 fluorescence. inhibition, % at 5.6 µM. 0.63% of 330,000 active. AID 463079, 2010;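 active = inhibition above that plate's mean sample inhibition plus 3 SD, cut at about 26% in these data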;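 also: 0% = ATP-challenged DMSO wells and 100% = DMSO wells without ATP; some compounds past the cut are filed as inactive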
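material = parental CHO cells | also added = ATP as calcium-mobilizing challenge | dosing = single point at 5.6 µM | detection = intracellular calcium via Fluo-8 no-wash fluorescent dye | read-out = % inhibition | benchmarks = low control ATP plus DMSO, high control DMSO only | repeats = one well per compound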
OXTR potentiate = human OXTR potentiators, primary screen, fluorescence, CHO-OTR cells, Fluo-8 calcium | AID 2445, 2010 | Fluo-8 calcium fluorescence, potentiator mode; 0% = oxytocin EC15, 100% = EC100 | Oxytocin receptor (Homo sapiens), P30559 | activation, % at 3 µM | 0.061% of 320,000 active;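 active = activation above that plate's cutoff, the mean activation of tested compounds plus 3 SD, cut at about 6.6% in these data, passing the limit was not always enough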;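 also: 100% uses oxytocin at 75 nM as the full agonist control; some results filed as inactive read as strong as hits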
Target sequence (P30559 whole entry, looked up): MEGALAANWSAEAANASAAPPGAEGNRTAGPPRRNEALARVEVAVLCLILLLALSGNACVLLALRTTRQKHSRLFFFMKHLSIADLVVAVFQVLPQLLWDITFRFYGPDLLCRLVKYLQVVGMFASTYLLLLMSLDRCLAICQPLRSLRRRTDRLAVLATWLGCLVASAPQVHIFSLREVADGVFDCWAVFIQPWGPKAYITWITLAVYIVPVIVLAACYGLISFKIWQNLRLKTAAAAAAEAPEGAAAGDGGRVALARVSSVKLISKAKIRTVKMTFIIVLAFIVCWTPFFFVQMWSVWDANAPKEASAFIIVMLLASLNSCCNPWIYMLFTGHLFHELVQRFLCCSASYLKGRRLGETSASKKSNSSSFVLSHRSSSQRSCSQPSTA
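Assay system: CHO cell line stably expressing human OTR. Reagent: EC15 oxytocin agonist. Dosing: single dose, 3.0 µM nominal final compound concentration. Timing: compound 6 min at room temperature before oxytocin, 100 s read. Signal: kinetic Fluo-8 calcium fluorescence. Controls: oxytocin EC15 low and EC100 high.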
V1R ag counter = agonists of human V1a receptor, primary screen, counter-screen for OXTR agonist project, fluorescence, CHO-V1R cells; Vasopressin V1a receptor (Homo sapiens), P37288; Fluo-8 calcium fluorescence, agonist mode; 0% DMSO, 100% 3 nM vasopressin; activation, % at 3 µM; 0.25% of 320,000 active; AID 2797, 2010;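 active = activation above the mean activation of all tested compounds plus 3 SD, per screening run, cut at about 20% in these data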;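 also: signal is peak over basal fluorescence ratio across a 100 second FLIPR read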
Target sequence (P37288 whole entry, looked up): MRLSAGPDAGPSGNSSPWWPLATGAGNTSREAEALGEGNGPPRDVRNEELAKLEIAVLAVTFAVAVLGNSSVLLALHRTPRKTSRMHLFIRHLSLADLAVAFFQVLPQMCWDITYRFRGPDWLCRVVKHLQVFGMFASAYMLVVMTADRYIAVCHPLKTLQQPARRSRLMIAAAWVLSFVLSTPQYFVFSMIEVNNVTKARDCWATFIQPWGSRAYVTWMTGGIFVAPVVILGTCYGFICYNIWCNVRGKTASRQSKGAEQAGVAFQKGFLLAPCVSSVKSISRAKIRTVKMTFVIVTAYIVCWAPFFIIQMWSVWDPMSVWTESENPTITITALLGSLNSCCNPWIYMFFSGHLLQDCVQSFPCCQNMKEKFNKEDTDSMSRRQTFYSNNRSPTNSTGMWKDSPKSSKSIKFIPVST
TAAR1 antag = human TAAR1 antagonists, primary screen, Fluo-8 calcium fluorescence, CHO RD-HGA16 cells; antagonist; inhibition, % at 3 µM; 1.5% of 360,000 active; AID 624466, 2012;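 active = inhibition above a per-plate cutoff, the mean inhibition of test compounds on that plate plus 3 SD, cut at about 49% in these data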;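 also: 0% = DMSO plus EC80 beta-PEA response and 100% = DMSO alone without agonist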
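Test system – hTAAR1-expressing CHO RD-HGA16 cells, Gα16-coupled · Also added – β-PEA at EC80 concentration, post-compound challenge · Compound – 3 µM, single point · Incubation – dye loading 75 min at 37 °C, then 30 min room temperature · Measured by – Fluo-8 intracellular calcium dye fluorescence, real-time kinetic reads · Benchmarks – vehicle and agonist controls · Replicates – singlicate, one well per test compound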
M1 PAM parental = nonselective calcium activators in parental CHO-K1 cells, primary screen, counter-screen for M1 PAM project, cell-based, Fluo-8 calcium fluorescence, full deck, 1536-well | ATP EC20; 0% at ATP EC20, 100% at ATP max | activation, % at 3 µM | 0.02% of 360,000 active | AID 602247, 2012;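 active = activation above the run cutoff, the mean activation of all test compounds plus 3 SD, cut at about 40% in these data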;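 also: peak over basal fluorescence ratio in a 140 s read after ATP addition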
OXTR ag = human OXTR agonists, primary screen, fluorescence, CHO-OTR cells, Fluo-8 calcium | Oxytocin receptor (Homo sapiens), P30559 | Fluo-8 calcium fluorescence; normalized: DMSO 0%, oxytocin 100% | activation, % at 3 µM | 0.32% of 320,000 active | AID 2435, 2010;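 active = activation above the mean of all tested compounds plus 3 SD, cutoff set per screening run, cut at about 20% in these data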;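 also: peak over basal fluorescence ratio from a 100 s FLIPR kinetic read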
CHO-K1 Ca ag = counter-screen for M1 agonists: effect in parental CHO-K1 cells | Fluo-8 calcium fluorescence; scaled to maximal ATP response, vehicle zero | activation, % at 3 µM | 0.48% of 360,000 active | AID 602248, 2012; in the data active = activation above about 15%;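 also: untransfected CHO-K1 host cells lacking M1 receptor as counterscreen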
GPR7 antagonist = GPR7 receptor antagonists, primary screen, cell-based, fluorescence, single concentration; Neuropeptides B/W receptor type 1 (Homo sapiens), P48145; GPR7-expressing cells, fluorescence antagonist assay; inhibition, % at 4.4 µM; 1.1% of 290,000 active; in the data active = inhibition above about 16%, passing the limit was not always enough;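 also: cells stimulated with the agonist NPW; 0% = agonist with vehicle and 100% = vehicle without agonist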
Starred values were filed as active, the others as inactive; nt = no result given.

cpd | smiles | V1R ag counter | M1 PAM parental | GPR7 antagonist | TAAR1 antag | CHO-K1 Ca ag | CHO parental Ca | CHO-K1 Ca antag | OXTR ag | OXTR potentiate
1 | CC(C)(C)c1cc[n+](C2=C([O-])c3ccccc3C(=O)/C2=N\S(=O)(=O)c2ccccc2)cc1 | -1.2 | 11 | -5 | 15 | 0.6 | -11 | -6 | -2.3 | -4
2 | Cn1cc2ccc([N+](=O)[O-])cc2n1 | 1.2 | 8 | -3 | 8 | -0.2 | 6 | -5 | -0.3 | -4
3 | C/C(=N\NC(=O)c1cc(-c2cccc([N+](=O)[O-])c2)n[nH]1)c1ccccc1O | 0.6 | -3 | -7 | 3 | 0.3 | -10 | 1 | -0.4 | -12
4 | COc1ccccc1NC(=O)C1CCCCN1S(=O)(=O)c1ccc(F)cc1 (stereo not drawn) | 0.0 | 2 | 2 | -5 | 0.1 | -15 | 8 | -2.5 | -3
5 | CC(=O)c1cc(-c2ccccc2)n(CCC(=O)NC2CCC(C)CC2)c1C (stereo not drawn) | -0.5 | 19 | 23* | -17 | 1.4 | -24 | -4 | -2.8 | -12
6 | COc1ccc(N2CCN(CC(=O)c3c[nH]c4ccccc34)CC2)cc1 | 2.8 | -22 | -13 | -8 | -0.3 | 5 | 24* | 1.4 | -4
7 | N#CC(c1ccc(Cl)cc1)(c1ncc(C(F)(F)F)cc1Cl)N1CCOCC1 (stereo not drawn) | -1.2 | -12 | -6 | 2 | -0.8 | -3 | -25 | -2.4 | -5
8 | COc1ccc(N(CC(=O)N2CCN(C)CC2)S(=O)(=O)c2cc(C)ccc2OC)cc1Cl | 0.3 | 1 | -13 | 0 | 10 | -23 | 10 | 0.4 | -6
9 | Cc1cc(NC(=O)COC(=O)C2CCN(C(=O)c3ccc(Cl)cc3)CC2)no1 | 0.0 | 10 | -8 | -2 | 0.0 | 0 | -2 | -1.0 | 1
10 | O=C(Nc1ccon1)Nc1cccc(Cl)c1Cl | 0.5 | 7 | 3 | 11 | 0.8 | -4 | -3 | -1.3 | -5
11 | Nc1nnnn1/N=C/c1cccs1 | 0.3 | 3 | -5 | 0 | 0.3 | -5 | -27 | 0.7 | -2
12 | CCCC(=O)Nc1c(-c2ccccc2)c(=O)c(C)nn1-c1ccc(Cl)cc1 | 0.0 | 23 | -4 | -9 | 0.8 | -11 | -4 | 0.2 | 0
13 | CCc1nc2c(OCc3cccc(OC)c3)cccn2c1N(C)C(=O)C(C)C | nt | -7 | nt | -37 | -0.3 | nt | -2 | nt | nt
14 | O=C(c1nc2ccccn2c1CNCCCn1ncc2ccccc21)N1CCOCC1 | -0.8 | -7 | -4 | -6 | 0.9 | -15 | 0 | -0.1 | 4
15 | CCn1c(COc2ccc(=O)n(-c3ccccc3)n2)nnc1SC | 0.3 | -13 | -13 | -20 | -0.2 | -8 | 1 | -0.2 | -16
16 | CCCCCc1cc(=O)oc2c(C(CCN3CCCCC3)c3ccc(OC)cc3)c(OC)cc(OC)c12 (stereo not drawn) | 1.3 | 12 | nt | 7 | 5.0 | -15 | 4 | 4.6 | 2
17 | O=C(CCNc1n[nH]c(=O)[nH]c1=O)N/N=C\c1cccc(OCc2ccccc2)c1 | 0.5 | 21 | -3 | 20 | 0.7 | 12 | -12 | 1.0 | -6
18 | Cc1cc(=O)[nH]c(SCC(=O)NC(C)C2CC3CCC2C3)c1C#N (stereo not drawn) | 3.9 | 16 | -4 | -18 | 2.8 | -10 | -17 | 2.9 | -9
19 | CSc1ccc(/C=C/C(=O)c2c(O)cc(C)oc2=O)cc1 | 0.0 | 5 | -3 | 6 | 1.2 | -7 | 4 | 0.3 | -8
20 | O=C(CSc1nnc(-c2ccco2)n1CC1CCCO1)N1CCCCC1 (stereo not drawn) | -0.5 | 22 | -9 | 1 | 0.6 | -6 | -10 | -0.3 | -4

Reprinted from the part before: two entries; new compounds follow.
cpd | smiles | V1R ag counter | M1 PAM parental | GPR7 antagonist | TAAR1 antag | CHO-K1 Ca ag | CHO parental Ca | CHO-K1 Ca antag | OXTR ag | OXTR potentiate
19 | CSc1ccc(/C=C/C(=O)c2c(O)cc(C)oc2=O)cc1 | 0.0 | 5 | -3 | 6 | 1.2 | -7 | 4 | 0.3 | -8
20 | O=C(CSc1nnc(-c2ccco2)n1CC1CCCO1)N1CCCCC1 (stereo not drawn) | -0.5 | 22 | -9 | 1 | 0.6 | -6 | -10 | -0.3 | -4
21 | CCOC(=O)c1c(-c2cccc([N+](=O)[O-])c2)csc1N | -1.2 | 26 | -16 | -18 | 0.4 | -10 | -17 | -2.1 | -10
22 | COC(=O)c1sc(=S)n(-c2cccc(Cl)c2)c1N | -0.1 | 23 | -1 | -1 | 0.5 | -13 | -4 | 2.3 | -8
23 | CC(C)c1ccc(NC(=S)NC2CC3C=CC2C3)cc1 (stereo not drawn) | 1.4 | 4 | 5 | 0 | 7.1 | -3 | 7 | -2.1 | -12
24 | COCc1ccccc1C1=CC(=O)C[C@H](c2ccc(F)cc2)C1 | -0.9 | -9 | nt | 9 | -0.6 | -27 | -11 | -2.0 | 3
25 | Cc1ccc(C)c(N2CCN(S(=O)(=O)c3ccc4c(c3)CC(=O)N4C)CC2)c1 | 0.7 | 3 | -5 | -5 | 2.4 | -19 | -11 | -1.6 | -15
26 | O=C1CCCN1CC(O)CS(=O)(=O)c1ccccc1 (stereo not drawn) | -0.5 | 11 | -7 | 14 | -0.3 | -3 | 2 | 1.5 | 3
27 | COc1ccc(NS(=O)(=O)c2ccc3c(c2)N(C(C)=O)CC(C)S3)c(OC)c1 (stereo not drawn) | 7.2 | 0 | 5 | 11 | 11 | -1 | 10 | 3.6 | -12
28 | Cc1ccsc1C(=O)OCC(=O)NCC1CCCO1 (stereo not drawn) | 0.6 | -1 | -2 | -12 | 0.2 | -16 | 6 | 0.8 | 9
29 | c1ccc(CCNc2nc(-c3cccnc3)cs2)cc1 | -0.3 | 16 | 1 | -20 | 0.5 | -7 | -8 | -1.1 | -2
30 | CCO[C@@H]1OC(C(=O)N2CCOCC2)=C[C@H](c2coc3ccccc3c2=O)[C@H]1CCCO | 1.5 | -6 | -17 | -4 | -0.2 | -14 | -8 | 1.2 | -11
31 | CC(=O)c1cc(N2CCC(C(=O)O)CC2)ccc1[N+](=O)[O-] | 0.2 | 14 | -19 | 0 | 0.2 | -18 | -1 | -0.6 | -15
32 | Cc1ccc(S(=O)(=O)Nc2ccccc2-c2ccccc2)cc1 | -0.5 | -17 | 7 | 24 | -0.2 | -15 | -8 | 1.2 | -14
33 | c1csc(-c2nnc3ccccn23)c1 | -0.3 | 14 | -12 | -14 | 0.1 | 5 | -2 | 0.6 | -3
34 | O=S(=O)(c1ccc2ccccc2c1)N1CCCOC1 | 0.2 | 21 | -4 | 6 | 0.8 | -2 | -11 | 0.2 | -8
35 | O=[N+]([O-])c1ccc(Cl)cc1NCc1cccnc1 | -0.6 | 14 | nt | -24 | 0.3 | -5 | -2 | -0.9 | -7
36 | O=C(CSc1nnc(-c2ccccc2F)n1C1CCCCC1)Nc1cc(C(=O)O)ccc1Cl | -0.1 | -10 | nt | -13 | -0.5 | 7 | -1 | 0.6 | -5
37 | CCOc1ccc(N/C=C\C(=O)c2ccc3c(c2)OCO3)cc1 | 0.3 | 16 | -12 | 4 | 0.6 | -17 | -7 | 0.2 | -8
38 | c1ccc(NC2=Nc3cccc4cccc2c34)cc1 | -0.8 | 7 | -11 | 10 | 0.1 | -21 | -17 | -2.7 | -8
39 | COc1ccc(NC(=O)CCCCCN2C(=O)[C@@H]3Cc4ccccc4CN3C2=O)cc1Cl | 5.5 | 18 | -17 | 3 | 6.7 | -38 | -13 | 3.5 | -14
40 | CCCOc1ccc(C(=O)Nc2cccnc2)cc1 | 1.8 | -4 | -6 | 1 | 0.6 | -10 | -4 | 0.4 | -9
41 | Cc1cccc(Oc2cc([N+](=O)[O-])cc3c2C(=O)Nc2ccccc2O3)c1 | 1.3 | 8 | -7 | 0 | 1.7 | -19 | 2 | 0.2 | -7
42 | N#Cc1cc([N+](=O)[O-])ccc1N1CCN(c2ccccc2O)CC1 | 3.0 | -8 | 1 | 52* | 13 | 32* | -9 | 3.3 | -25
43 | Cc1c(NC(=O)/C(=C/c2cccs2)c2cccs2)c(=O)n(-c2ccccc2)n1C | -0.6 | 11 | -14 | -16 | -0.1 | -11 | -7 | -1.9 | -1
44 | CCCn1cc(S(=O)(=O)c2ccc(C)cc2)c(=O)c2cc(OC)ccc21 | 0.0 | -19 | -14 | -17 | 4.5 | -19 | 18 | -0.8 | 3
45 | COc1ccc(NC(=O)CCS(=O)(=O)c2ccccc2Cl)cc1S(=O)(=O)Nc1ccc(Cl)cc1 | -0.1 | 21 | 25* | -2 | 1.9 | -10 | -9 | 0.4 | -6
46 | COC(=O)C(O)(CC(=O)Nc1ccc(OC)cc1)C(F)(F)F (stereo not drawn) | 1.0 | 10 | -18 | 3 | -0.1 | 3 | -9 | 0.9 | -5
47 | NC(=O)C1CCC(NC(=O)OCc2ccccc2)CC1 (stereo not drawn) | -0.2 | 19 | -3 | -3 | 0.4 | -10 | -10 | -0.6 | -8
48 | O=C(Cc1ccccc1)N/N=C/c1cc(Br)cc(Br)c1O | 0.1 | 18 | -2 | 27 | -0.6 | -8 | -5 | 1.8 | -7
49 | CN(C)CC(=O)Nc1ccc(Oc2ccc(Cl)cc2)cc1 | 2.4 | 13 | 17 | 4 | 1.9 | -1 | -11 | 8.2 | -11
50 | O=C(CCCOc1ccc(Cl)cc1)N1CCCCC1 | -0.5 | 16 | -5 | -19 | 0.7 | -10 | -20 | -0.2 | -7
51 | CCN(CC)c1ccc2cc(C(=O)NCc3ccc(F)cc3)c(=N)oc2c1 | 0.8 | 11 | -18 | -11 | 4.6 | -10 | 9 | 0.3 | -1
52 | OCC(O)C1OC(Oc2ccccc2)C(O)C(O)C1O (stereo not drawn) | nt | 1 | nt | -10 | 1.4 | nt | -1 | nt | nt
53 | CC(=O)C(C)Oc1cc(C)cc2oc(=O)c(C)c(C)c12 (stereo not drawn) | 0.4 | -1 | -5 | -14 | 0.1 | 2 | -1 | -0.2 | -5
54 | NC(=S)n1[nH]c(-c2ccc([N+](=O)[O-])cc2)c(N=Nc2ccc(Cl)cc2)c1=O | nt | 18 | -2 | nt | 3.5 | nt | 2 | nt | nt
55 | COc1ccccc1NC(=O)CNC(=O)c1ccccc1 | -0.1 | 18 | -15 | -27 | 0.4 | 11 | -5 | -0.2 | -15

Outcome played no part in choosing rows (roughly 3.5% active in at least one column).
